All columns: NCI-60 one-dose screen, growth in % after 48 h at 10 µM unless noted; 100 = growth as untreated, 0 = no growth, -100 = all killed.
SK-OV-3: SK-OV-3 ovarian cancer cells; 80,000 compounds, 3.2% hits; AID 1794785
PC-3: PC-3 prostate cancer cells; 80,000 compounds, 3.9% hits
DU-145: DU-145 prostate cancer | 81,000 compounds, 4.2% hits | AID 1794760
OVCAR-8: OVCAR-8 ovarian cancer | 81,000 compounds, 4.4% hits
SF-295: SF-295 CNS cancer cells; 79,000 compounds, 5.6% hits; AID 1794758
U251: U251 CNS tumor cells; 80,000 compounds, 5.4% hits
OVCAR-4: OVCAR-4 ovarian cancer cells | 80,000 compounds, 3.7% hits | AID 1794784
OVCAR-3: OVCAR-3 ovarian cancer. 79,000 compounds, 7% hits. AID 1794787
OVCAR-5: OVCAR-5 ovarian cancer; 82,000 compounds, 2.9% hits; AID 1794783
* marks the source's active call; other numbers are inactive results; x = no result given; & = joins results of further samples. The calls were made as follows: active = growth percent below 10; inactive = the rest.

nr	Molecule	SK-OV-3	PC-3	DU-145	OVCAR-8	SF-295	U251	OVCAR-4	OVCAR-3	OVCAR-5
1	CC12CCC(/C(=C/O)C1=O)C2(C)C (stereo not given)	99	78	119	97	x	104	120	115	100
2	OCC1OC(n2cnc3ncccc32)C(O)C1O (stereo not given)	99	55	85	62	92	x	87	97	104
3	Cc1cc(C)c(NS(=O)(=O)c2ccccc2)c(C)c1	95	91	110	105	111	101	93	129	109
4	CNC1=C([N+](=O)[O-])C(c2ccc(F)cc2OC)C(C#N)=C(c2ccc[nH]2)O1 (stereo not given)	98	96	110	96	102	104	98	103	106
5	Cc1ncc(CO)c(C)c1O	x	97	103	102	142	97	97	104	105
6	N#Cc1c(-c2ccccc2)cc(-c2ccccc2)n(CCCCC(=O)Nc2ccccc2N)c1=O	100	51	81	70	97	82	65	75	81
7	c1ccc(CNc2nc(Nc3ccc(-c4nc5ccccc5[nH]4)cc3)c3cn[nH]c3n2)cc1	11	12	25	-12*	-45*	-20*	26	-38*	41
8	Cc1ccc(C(Cc2ccccc2)NC(C)CO)cc1 (stereo not given)	92	85	108	x	91	97	97	104	91
9	COc1cc(F)c(-c2nc3cccc(C)c3n2Cc2c(F)cccc2F)c(F)c1	96	67	106	97	91	85	88	99	101
10	O=C1NC(=O)/C(=C/c2ccccc2)N1	114	x	111	105	x	104	66	111	94
11	CC(C)CC(CC(C)C)=NC(C)(C)CO	107	100	x	107	116	103	105	120	111
12	O=C(COc1ccc(Cl)cc1Cl)N1N=C(c2ccc(Cl)cc2Cl)CC1(O)c1cc(F)c(Cl)cc1Cl (stereo not given)	110	102	123	93	117	131	116	x	105
13	c1ccc(-c2nnc(-c3ccccc3)c3nonc23)cc1	79	x	104	94	100	95	60	89	122
14	CN(C)CCOc1ccc2c(c1)C(=O)/C(=C\c1ncc([N+](=O)[O-])n1C)C2	-43*	-11*	-38*	1.0*	-13*	-14*	-49*	-59*	-21*
15	COc1cc(/C=N/NC(=O)c2ccc(C(F)(F)F)nc2Nc2cc(Cl)ccc2C)cc(OC)c1OC	106	67	154	100	71	87	104	123	103
16	c1ccc(CCNc2ncnc3[nH]ncc23)cc1	109	67	109	95	102	94	81	108	83
17	CCOC(=O)c1c(NC(=O)c2ccc(C(C)C)cc2)sc2cc(O)ccc12	107	104	96	94	103	92	102	104	95
18	C(=C\c1nn2c(-c3ccco3)nnc2s1)/c1ccccc1	102	99	100	100	95	101	103	x	105
19	Oc1c(Cl)cc(Cl)cc1C=NCCSc1ccc(Cl)cc1	110	75	80	95	93	84	92	54	94
20	CC(=O)C1OC1(C)C (stereo not given)	94	94	112	102	x	99	99	108	103
21	O=C(Oc1ccc(/C=C/c2cc(OC(=O)c3ccccc3)cc(OC(=O)c3ccccc3)c2)cc1)c1ccccc1	125	95	105	101	101	107	104	94	95
22	COc1cc([N+](=O)[O-])c2nc(C(=O)O)ccc2c1	111	99	105	102	118	108	111	119	110
23	COc1ccc(-c2nnc(-c3c(-c4ccc(F)cc4)nc4ccccn34)o2)cc1OC	116	x	117	109	110	108	100	136	107
24	O=[N+]([O-])c1ccccc1N=Nc1ccc(O)cc1O	101	97	117	104	107	115	100	122	126
25	O=C(Nc1ccccc1Cl)C1=NCC(=O)N(c2ccccc2)N1	119	105	104	102	108	107	91	113	105

In a second layout: 7 of the compounds above.
Every second line gives: SK-OV-3	PC-3	DU-145	OVCAR-8	SF-295	U251	OVCAR-4	OVCAR-3	OVCAR-5
5) Cc1ncc(CO)c(C)c1O
  x	97	103	102	142	97	97	104	105
6) N#Cc1c(-c2ccccc2)cc(-c2ccccc2)n(CCCCC(=O)Nc2ccccc2N)c1=O
  100	51	81	70	97	82	65	75	81
7) c1ccc(CNc2nc(Nc3ccc(-c4nc5ccccc5[nH]4)cc3)c3cn[nH]c3n2)cc1
  11	12	25	-12*	-45*	-20*	26	-38*	41
8) Cc1ccc(C(Cc2ccccc2)NC(C)CO)cc1 (stereo not given)
  92	85	108	x	91	97	97	104	91
9) COc1cc(F)c(-c2nc3cccc(C)c3n2Cc2c(F)cccc2F)c(F)c1
  96	67	106	97	91	85	88	99	101
10) O=C1NC(=O)/C(=C/c2ccccc2)N1
  114	x	111	105	x	104	66	111	94
11) CC(C)CC(CC(C)C)=NC(C)(C)CO
  107	100	x	107	116	103	105	120	111

Continued.
nr	Molecule	SK-OV-3	PC-3	DU-145	OVCAR-8	SF-295	U251	OVCAR-4	OVCAR-3	OVCAR-5
26	CC(=O)C1CCC(C)=CC1=O (stereo not given)	100	96	114	100	101	97	107	108	103
27	O=C1c2ccccc2S(=O)(=O)N1CO	99	85	110	99	99	97	107	116	100
28	Cc1oc(-c2ccc3cccnc3n2)nc1CNC1CCCCCC1	108	103	113	102	105	103	104	113	119
29	CC1=C(C#N)C2=NNC(=Nc3ccccc3)NN2C(c2ccccc2)=C1	90	97	110	110	94	101	102	103	105
30	CCOC(=O)c1cc(C(=O)c2cc(OC)cc(OC)c2)n2c1ccc1ccccc12	99	80	106	103	96	96	96	101	92
31	COc1ccc(-c2nn(-c3cccc(NC(=O)Nc4cc(C(F)(F)F)cc(C(F)(F)F)c4)c3)cc2-c2ccncc2)cc1Cl	8.9*	-15*	18	1.1*	-2.0*	-76*	16	5.7*	19
32	CCCOc1ccc(N2CCN(c3ncnc4c3ncn4CC(=O)OCC)CC2)cc1	109	77	98	85	84	86	85	104	104
33	COc1ccc(C(=O)/C=C/c2ccccc2[N+](=O)[O-])cc1S(N)(=O)=O	115	102	106	109	103	110	112	91	116
34	CC(=O)OCC(OC(C)=O)c1ccccc1 (stereo not given)	98&108	71&96	112&113	101&102	104&111	97&106	121&117	98&110	105&105
35	CCCCCCCCCCCc1ccn(CO)n1	112	79	112	102	114	85	100	108	107
36	CCCCN1c2nc3ccccc3nc2SC1Nc1ccccc1 (stereo not given)	x	104	91	100	103	100	99	112	91
37	O=C1COCCN1c1ccc(N2C(=O)C(Cl)C2c2cn(Cc3cccc4ccccc34)c3ccccc23)cc1 (stereo not given)	x	83	106	101	102	97	100	111	100
38	COc1ccc(Cn2cc3c(c2-c2ccccc2)CCc2c(CN4CCOCC4)noc2-3)cc1	107	100	91	x	100	101	105	104	103
39	O=C(NNC(=O)c1ccccc1Cl)c1ccccc1	113	92	x	107	98	101	103	x	103
40	CCOC(=O)c1[nH]nc2c1C1(C(=O)N(C)c3ccccc31)C(C#N)=C(N)O2 (stereo not given)	99	96	107	100	99	106	101	x	103
41	C[C@H](CCC(=O)O)[C@H]1CC[C@@]2(C)[C@@H]3C(=O)C[C@H]4C(C)(C)[C@@H](O)CC[C@]4(C)[C@H]3C(=O)C[C@]12C	100	92	103	92	102	96	99	98	102
42	O=C(O)c1cc(Cl)n[nH]c1=O	94	104	104	107	94	x	x	107	97
43	CC1(C)S[C@@H]2[C@H](NC(=O)C(C(=O)O)c3ccccc3)C(=O)N2[C@H]1C(=O)O (stereo not given in full)	104	93	111	99	97	96	108	116	104
44	NCCSc1ccccc1	103	81	99	105	92	89	85	100	89
45	CC(=O)C1C(=O)C(=O)N(c2ccc(Br)cc2)C1=O (stereo not given)	106	97	x	100	108	99	111	104	108
46	O=C(N[C@H]1C(O)[C@H](O)C(CO)O[C@H]1O)NS(=O)(=O)c1ccccc1 (stereo not given in full)	114	100	110	112	96	106	109	109	106
47	N#C/C(=C\c1ccc(-c2cccc(C(F)(F)F)c2)o1)c1nc(-c2cccs2)cs1	97	99	100	101	95	98	98	108	99
48	CCOC(=O)c1c(N/C=C/C(=O)c2cc3cc(Br)ccc3oc2=O)sc2c1CCCC2	102	95	115	109	106	93	96	107	105
49	CC1=CC(C)(C)NC(=S)N1c1cccc2cc(S(=O)(=O)O)ccc12	105	95	121	110	129	99	105	x	100
50	CN(C)c1ccc(C(=O)C(=O)c2ccc(N(C)C)cc2)cc1	103	90	107	104	96	101	98	106	94
51	C#CC1(NC(=S)Nc2cccc(OC)c2)CCCCC1	92	97	114	107	127	96	x	108	110
52	CC(=O)OCC1OC(OCC(OC(C)=O)C(OC(C)=O)C(OC(C)=O)C(C#N)OC(C)=O)C(OC(C)=O)C(OC(C)=O)C1OC(C)=O (stereo not given)	116	98	104	100	107	99	98	106	107
53	Cc1ccc(C)c(C(C(N)=O)C(C)C)c1 (stereo not given)	98	97	119	92	102	99	103	115	91
54	Cc1ncc(C(=O)Nc2ccc(CN3CCN(C)CC3)c(C(F)(F)F)c2)cc1C#Cc1c(N)ncc2ccc(C#N)cc12	x	49	28	53	74	68	45	38	41
55	Cc1ccc(NC(=O)C2=NCCCCN2)c(C)c1	104	100	112	106	101	105	109	111	101
56	CCN(CC)Cc1nc2ccccc2c(=O)n1/N=C/c1ccc(C)cc1	114	106	109	103	103	105	104	113	101
57	CC1(C)CC[C@]23CC[C@]4(C)[C@H](CC[C@@H]5[C@@]6(C)CCCNC(C)(C)[C@@H]6CC[C@]54C)[C@H]2[C@H]1OC3=O	107	79	102	102	109	84	107	97	98
58	NC(=S)N/N=C/c1ccc(N)cc1	100	82	108	102	102	97	108	103	108
59	CC(=O)C1=NN(c2ccccc2)C2C3N(c4ccccc4)N=C(C(C)=O)N3c3ccccc3N12 (stereo not given)	111	97	112	102	111	97	110	109	79
60	NCCCCCC(=O)O	91&104&102&103	109&106&95&94	129&124&106&121	100&106&99&103	93&104&107&94	91&107&104&107	103&116	x	98&109&93&96
61	CC1=C(c2ccccc2)C=NNCC1=O	113	105	114	105	103	99	109	115	109
62	Cc1c(C)c([N+](=O)[O-])c(C)c(C)c1N	111&95	98&101	103&100	95&98	115&97	96&100	98&103	108&103	98&101
63	O=P(C(=S)Nc1ccccc1Cl)(c1ccccc1)c1ccccc1	110	61	97	101	72	102	100	90	104
64	S=c1sc2ccccc2n1CNc1ccccc1Cl	103	100	113	90	108	96	95	96	100
65	COc1ccc(-c2c[nH]c(C(=O)NCCO)c2-c2cc(OC)cc(OC)c2)cc1	128	101	111	98	100	97	106	103	104
66	c1ccc(CN2CCOCC2)nc1	106	98	112	104	105	101	106	112	107
67	CCCCCNC(=S)NNC(=S)N/N=C/c1cc(OC)c(OC)c(OC)c1	99	79	97	92	93	98	70	98	99
68	O=C(c1ccc(Cl)cc1)c1ccc(OCCCN2CCN(c3ccncc3)CC2)cc1	35	27	62	76	18	29	47	56	69
69	COc1ccc2nc3cc(Cl)ccc3c(Nc3ccc(S(=O)(=O)Nc4nccs4)cc3)c2c1	105	100	99	94	95	91	106	98	105
70	O=c1[nH][n+](-c2no[n+]([O-])c2-c2ccccc2)no1	x	102	114	105	100	105	107	110	102
71	CCOC(=O)c1c(NCC(=O)Nc2ccc([N+](=O)[O-])cc2Cl)sc2c1CCCC2	93	82	95	95	98	82	96	89	92
72	Cc1nnc(-c2cc(-c3cc4ccccc4o3)nn2-c2ccccc2)o1	87	90	94	95	100	88	80	97	98
73	COc1ccc2c(c1)c(-c1nc(-c3c[nH]c4ncccc34)cs1)cn2C	64	61	73	81	86	75	x	103	55

Rows are unselected; 11% or so of the library scored in one or more.
